Lipid droplet – modulators of hepatic lipid droplet formation; 0.4% of 240,000 active; inhibition, % at 6.5 µM; AML12 mouse hepatocytes, oleate lipid droplets, BODIPY imaging;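 active = lipid droplet intensity inhibited by at least 50%, with more than 500 cells counted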
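Assay system: AML12 mouse liver cells | Compound: 6.5 µM single-point dosing | Schedule: Overnight exposure | Technique: Fluorescence imaging, 20x objective, two fields per well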
PMI inhibitors – MPI enzyme activity inhibition – biochemical, fluorescence intensity, coupled assay, primary screen (AID 1209); purified PMI enzyme, coupled fluorescence intensity; higher % means a stronger effect; inhibition, % at 20 µM; hits with a dose series show IC50 in µM; 0.42% of 190,000 active; in the data active = inhibition above about 50%;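 note: plate controls were DMSO vehicle for no effect and wells lacking substrate for full effect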
T cell modulator – T cell immune modulation candidate; 2C CD8+ T cell-vesicle binding, flow cytometry; active compounds read low; calls only at 7 µM; 0.068% of 330,000 active; AID 2052;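 active = response, share of CD8 T cells binding vesicles, and their 90th percentile fluorescence all below set limits, cut at about 80% in these data, passing the limit was not always enough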
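Test system: purified 2C TCR transgenic mouse naive CD8+ T cells. Probe or stimulus: QL9-peptide-loaded Drosophila micro-vesicles bearing Ld, ICAM-1 and B7-1. Incubation: binding step 1.5 h, 37 °C, antibody labelling 20 min, ice. Measured by: flow cytometry of vesicle-bound cells.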
b-catenin transl – modulators of beta-catenin nuclear translocation; HeLa beta-catenin nuclear translocation, immunofluorescence imaging; nuclear translocation activity, % at 5 µM; 0.3% of 190,000 active;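 active = nuclear translocation activity above 50% at 5 µM, with a well cell count of 50 or more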;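 note: per-cell ratio of nuclear to cytoplasmic median beta-catenin stain intensity; plate controls were DMSO negative control for no effect and GSK-3 inhibitor IX positive control for full effect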
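System: HeLa cells, endogenous beta-catenin; compound dosing: 5 µM primary single dose, 0.1% DMSO, 0.02–20 µM confirmation series; incubation: 24 h compound exposure at 37°C, 5% CO2; signal: beta-catenin immunofluorescence imaging with DAPI; evaluation: % activation, nuclear-to-cytoplasmic median beta-catenin signal ratio per cell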
Ins promoter up – MIN6 insulin promoter up-regulation. MIN6 insulin promoter-GFP reporter, high-content imaging; active compounds read high. z-score at 5 µM. 0.3% of 190,000 active. AID 1625;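 active = z-score above 3 at 5 µM with at least 500 cells counted in the well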
Dynein transport – blocks dynein driven cargo transport along microtubules. 0.47% of 220,000 active. AID 1381. z-score, hits read low. 3617.4 mouse cells, GR-EGFP nuclear translocation imaging; test concentration mostly 20 µM; stimulated with dexamethasone, 1 µM; active compounds read low;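 active = plate z-score of nuclear minus cytoplasmic receptor signal below a set negative limit, without overly bright fluorescence or cell loss, cut at about -3.5 in these data, passing the limit was not always enough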;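 note: z-score of nuclear minus cytoplasmic ring GR-EGFP intensity difference per well; some compounds called inactive have numbers as strong as hits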
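Buffer or medium: tet-free, stripped-serum medium; Also added: dexamethasone, 1.0 µM final; Technique: high-content fluorescence imaging after fixation; Times: 48 h induction, 1 h compound, 30 min dex at 37 °C; Read-out: per-cell GR-EGFP intensity, nucleus versus surrounding cytoplasmic ring, well-averaged.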
TNAP activators – stimulation of alkaline phosphatase TNAP activity – biochemical, luminescent, no phosphate acceptor, uHTS, primary screen (AID 1001) | 0.03% of 200,000 active | one-dose activation fold at 20 µM; EC50 in µM for titrated hits | purified TNAP, luminescent activation assay, no phosphate acceptor; higher activation fold means a stronger effect; in the data active = activation fold from about 3, or a potency from the dose series; inactive = the rest, 99 in 100 with activation fold below about 1.6; note: many of its hits are not listed in these tables
Myeloid diff 2 – myeloid differentiation induction | ER-HoxA9 myeloid progenitors, lysozyme-GFP differentiation, flow cytometry | calls only at 10 µM | 1% of 360,000 active;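 active = normalized GFP-positive differentiation at or above the plate's own cutoff, the solvent-only control mean plus 3 SD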;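 note: cells exposed to compound for four days before flow analysis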
MT stabilize HCS – stabilizes microtubules in HeLa cells; HeLa tubulin immunostaining HCS, 24 h; share of cells brighter than vehicle mean+2SD; % tubulin-high responders, % at 10 µM; 0.83% of 200,000 active; AID 2205;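 active = plate Z-score above 3 for both tubulin-high and condensed-nucleus cell shares, with cell loss under 80%, at 10 µM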;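 note: anti alpha tubulin signal scored within the nucleus-defined area of each cell; some results filed as inactive read as strong as hits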
Dynein transport cytoplasmic EGFP – further read-out of Dynein transport, marked with its call; z-score; measured here: cytoplasmic GR-EGFP intensity; active compounds read high
Dynein transport nuclear GR-EGFP – recorded beside Dynein transport, whose call it bears; z-score; measured here: nuclear GR-EGFP intensity;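 lower value marks the stronger effect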
Dynein transport cell count – second read-out of Dynein transport, no call of its own (marks repeat the call); z-score; measured here: cell count per field
Ins promoter up cell count – also measured in Ins promoter up; calls as there; cell count; measured here: cytotoxicity, nuclei count;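 total cells summed across four imaged fields per well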
Lipid droplet cells 6.5 µM – also measured in Lipid droplet; calls as there; cell count; measured here: cell count, cytotoxicity flag;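 cells counted across two imaged fields per well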
b-catenin transl cell count 5 µM – second read-out of b-catenin transl, no call of its own (marks repeat the call); cell count; measured here: cell count, cytotoxicity flag
T cell modulator vesicle-bound % – further read-out of T cell modulator, marked with its call; double positive events, %; measured here: CD8+ vesicle-bound cell fraction;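 binding gate set so that unloaded-vesicle control wells show 10% double positive cells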
MT stabilize HCS Hoechst-high % – recorded beside MT stabilize HCS, whose call it bears; % Hoechst-high responders; measured here: nuclear condensation Hoechst responders;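 share of cells brighter than vehicle mean plus two SD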
MT stabilize HCS cytotoxicity % – also measured in MT stabilize HCS; calls as there; toxicity, %; measured here: cytotoxicity by cell density;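 0% = mean cell density of plate MIN control wells and 100% = no cells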
Myeloid diff 2 GFP+ MAC1+ % – further read-out of Myeloid diff 2, marked with its call; GFP+ MAC1+ double positive, %; measured here: differentiation confirmed by MAC1 staining
* hit, by the source's call; i = inactive; · = no result given. Compounds as they come; 3% or so of the library scored in one or more.

nr | Structure | Lipid droplet | Lipid droplet cells 6.5 µM | PMI inhibitors | T cell modulator | T cell modulator vesicle-bound % | b-catenin transl | b-catenin transl cell count 5 µM | Ins promoter up | Ins promoter up cell count | Dynein transport | Dynein transport cytoplasmic EGFP | Dynein transport nuclear GR-EGFP | Dynein transport cell count | TNAP activators | Myeloid diff 2 | Myeloid diff 2 GFP+ MAC1+ % | MT stabilize HCS | MT stabilize HCS Hoechst-high % | MT stabilize HCS cytotoxicity %
1 | CCOC(=O)Cn1nnnc1CN(Cc1ccc(OC)cc1)Cc1cc2cc(C)ccc2[nH]c1=O | 9.8 | 780 | 1.7% | i | 9.2 | 1.3 | 512 | · | · | -0.563 | 0.0416 | 0.0131 | 0.6 | 1.1 | i | 1.1 | 1.7 | 1.0 | 5.1
2 | CC(C)N(Cc1ccccc1)C(=O)COC(=O)/C=C/c1cnc2ccccc2n1 | 12.9 | 698 | -0.7% | i | 32.8 | 1.0 | 1029 | 0.08 | 1180 | -0.237 | -0.269 | -0.369 | 0.119 | 0.9 | i | 0.3 | 8.2 | 1.8 | 7.6
3 | CC(C)OC(=O)c1nnn(-c2nonc2N)c1CSc1ccccn1 | · | · | 6.9% | i | 39.8 | -0.2 | 1443 | 0.56 | 1347 | -0.324 | -0.0433 | -0.0964 | 0.485 | 1.1 | i | 1.0 | 1.4 | 2.1 | 7.6
4 | COc1ccc(Cn2c(C)nnc2-c2cnn(C)c2N)cc1 | · | · | -1.5% | i | 34.4 | -0.9 | 1030 | 1.91 | 1187 | -0.742 | -0.326 | -0.226 | 0.7 | 1.1 | i | 0.3 | 4.0 | 2.0 | 1.5
5 | COc1cc2c(cc1OC)C(=O)N(C)CC2 | 6.9 | 730 | 5.4% | i | 24.4 | -3.0 | 1114 | 0.27 | 1351 | -1.09 | -0.2 | -0.512 | 0.669 | 1.1 | i | 2.7 | 1.1 | 1.2 | 4.1
6 | Cc1cccc(OCC(=O)Nc2ncn[nH]2)c1C | -1.0 | 619 | · | i | 48.6 | -0.3 | 1322 | 0.56 | 1000 | 1.04 | -0.608 | 0.4 | -1.02 | · | i | 0.8 | · | · | ·
7 | Cc1ncc(CO)c2cc(-c3nnc(Nc4ccc5c(c4)OCO5)s3)c(=O)oc12 | -8.0 | 728 | · | i | 43.5 | 0.4 | 1305 | -0.68 | 1052 | 1.37 | -0.208 | 1.25 | -1.12 | · | i | 0.0 | · | · | ·
8 | CCCc1nnc(SCC(=O)N2CCCC2)n1CC1CCCO1 (stereo not drawn) | 2.8 | 731 | 7.0% | i | 31.4 | -4.2 | 1245 | -0.05 | 1310 | -0.612 | -0.208 | -0.0917 | 0.63 | 1.1 | i | 0.7 | 4.6 | 2.2 | 5.0
9 | CCN(Cc1nc2ccccc2c(=O)[nH]1)Cc1nc2cc(OC)c(OC)cc2c(=O)[nH]1 | 22.6 | 683 | -5.5% | i | 21.0 | -1.4 | 1078 | -0.09 | 2039 | 0.446 | -0.0885 | 0.324 | -0.347 | 1.2 | i | 0.7 | 3.5 | 1.5 | 4.5
10 | Cc1nnc(NCc2n[nH]c(=O)c3ccccc23)c2ccccc12 | 17.7 | 760 | 5.5% | · | · | · | · | -0.36 | 1225 | 1.2 | -0.138 | 0.746 | 0.255 | 1.1 | i | 8.2 | 2.7 | 2.7 | 14.8
11 | O=C(O)CCCCNS(=O)(=O)/C=C/c1ccccc1 | 6.0 | 689 | 3.7% | i | 43.6 | -4.9 | 1132 | -0.02 | 1279 | 0.0295 | -0.333 | 0.311 | 0.0896 | 1.1 | · | · | 4.3 | 1.9 | 6.1
12 | COc1ccc(CNC(=O)C(c2ccncc2)N(C(=O)Cc2cccs2)c2ccccc2)cc1 (stereo not drawn) | -2.5 | 546 | 8.8% | · | · | -2.2 | 911 | -0.48 | 1274 | -0.2 | -0.268 | -0.162 | 1.46 | 1.1 | i | 0.7 | 4.0 | 2.3 | 8.8
13 | N#Cc1c(Nc2ccc(F)cc2)sc(C(=O)c2ccccc2)c1N | 2.1 | 583 | 1.1% | i | 61.2 | -0.7 | 529 | -0.4 | 1264 | 0.191 | -0.306 | -0.0419 | 0.114 | 1.1 | i | 0.4 | 4.6 | 3.7 | 5.9
14 | CC1CCc2nc(NC(=O)CN3CCOCC3)sc2C1 (stereo not drawn) | -7.6 | 669 | -6.1% | i | 27.6 | 1.0 | 1090 | 0.04 | 1244 | 1.12 | -0.212 | 0.628 | -0.797 | 1 | i | 0.7 | 1.4 | 1.5 | 6.7
15 | Cn1c(-c2ccc(-c3ccccc3)cc2)c[nH]c1=S | · | · | 3.3% | i | 27.0 | 2.4 | 1366 | -0.44 | 1455 | 0.269 | -0.261 | 0.3 | 0.299 | 0.7 | i | 1.0 | 11.4 | 2.1 | 11.2
16 | O=C(/C=C\c1ccc2c(c1)OCO2)NC1(C(=O)Nc2ccc3c(c2)OCCO3)CCCCC1 | -6.8 | 709 | 11.5% | i | 9.4 | -0.6 | 959 | 0.32 | 1245 | -0.0386 | 0.0684 | 0.114 | 0.593 | 1 | i | 0.6 | 2.7 | 1.1 | 7.5
17 | O=C(Nc1ccccc1Cl)c1cc[n+](Cc2ccc([N+](=O)[O-])cc2)cc1 | 17.0 | 689 | -0.1% | i | 1.3 | -0.9 | 1075 | 0.01 | 1455 | 0.00689 | -0.376 | 0.114 | 0.557 | 1.1 | i | 0.5 | 2.5 | 2.4 | 10.1
18 | O=C(N/N=C/c1ccc(N2CCOCC2)s1)c1ccccc1Cl | 8.1 | 675 | 12.6% | i | 53.8 | 3.4 | 946 | -0.01 | 1039 | 0.864 | -0.125 | 0.64 | -1.34 | 1.1 | i | 0.1 | 2.5 | 2.8 | 4.5
19 | CCN(CC)C(=O)C(=O)c1cccn1-c1cccc(Cl)c1C#N | -4.6 | 786 | 20.2% | i | 65.9 | -3.3 | 1158 | -0.58 | 963 | 0.366 | -0.101 | 0.361 | -0.191 | 1.1 | i | 1.4 | 2.3 | 1.5 | 8.1
20 | O=C(O)C1CCCN1C(=O)Nc1ccccc1 (stereo not drawn) | 1.9 | 791 | 19.1% | i | 25.9 | 0.9 | 1001 | 1.65 | 1202 | -0.507 | -0.24 | -0.245 | 0.508 | 1 | i | 0.0 | 2.8 | 2.3 | 3.9
21 | N#Cc1ccccc1Cn1c(=O)n(CCC(=O)NCc2ccco2)c(=O)c2ccccc21 | -6.7 | 734 | -10.0% | i | 34.6 | -2.7 | 545 | 0.47 | 1234 | -0.644 | 0.994 | 0.698 | 0.1 | 1 | i | 1.5 | 1.8 | 1.9 | 8.0
22 | C/C(=N\NC(N)=O)c1ccc(Cl)cc1 | · | · | -2.0% | i | 57.6 | 1.9 | 938 | -0.15 | 1599 | -0.546 | -0.203 | 0.383 | 1.49 | 0.9 | i | 0.5 | 3.6 | 4.2 | 14.9
23 | COc1ccccc1/C=N/NC(=O)CNC(=O)c1ccc(S(=O)(=O)N(C)C)cc1 | -1.6 | 657 | 2.1% | i | 28.4 | -2.8 | 1060 | 1.09 | 1088 | -1.58 | -0.175 | -0.815 | 0.477 | 1.1 | i | 0.4 | 1.5 | 1.7 | 8.6
24 | Cc1noc(C)c1C(=O)OC(C)C(=O)Nc1ccc(S(=O)(=O)NC(C)C)cc1 (stereo not drawn) | -14.5 | 598 | 5.8% | i | 48.3 | -0.4 | 1000 | · | · | -0.48 | -0.28 | -0.568 | 0.382 | 0.9 | i | 0.7 | 1.4 | 3.0 | 4.6

Already shown: entries from further up.
nr | Structure | Lipid droplet | Lipid droplet cells 6.5 µM | PMI inhibitors | T cell modulator | T cell modulator vesicle-bound % | b-catenin transl | b-catenin transl cell count 5 µM | Ins promoter up | Ins promoter up cell count | Dynein transport | Dynein transport cytoplasmic EGFP | Dynein transport nuclear GR-EGFP | Dynein transport cell count | TNAP activators | Myeloid diff 2 | Myeloid diff 2 GFP+ MAC1+ % | MT stabilize HCS | MT stabilize HCS Hoechst-high % | MT stabilize HCS cytotoxicity %
1 | CCOC(=O)Cn1nnnc1CN(Cc1ccc(OC)cc1)Cc1cc2cc(C)ccc2[nH]c1=O | 9.8 | 780 | 1.7% | i | 9.2 | 1.3 | 512 | · | · | -0.563 | 0.0416 | 0.0131 | 0.6 | 1.1 | i | 1.1 | 1.7 | 1.0 | 5.1
2 | CC(C)N(Cc1ccccc1)C(=O)COC(=O)/C=C/c1cnc2ccccc2n1 | 12.9 | 698 | -0.7% | i | 32.8 | 1.0 | 1029 | 0.08 | 1180 | -0.237 | -0.269 | -0.369 | 0.119 | 0.9 | i | 0.3 | 8.2 | 1.8 | 7.6
3 | CC(C)OC(=O)c1nnn(-c2nonc2N)c1CSc1ccccn1 | · | · | 6.9% | i | 39.8 | -0.2 | 1443 | 0.56 | 1347 | -0.324 | -0.0433 | -0.0964 | 0.485 | 1.1 | i | 1.0 | 1.4 | 2.1 | 7.6
4 | COc1ccc(Cn2c(C)nnc2-c2cnn(C)c2N)cc1 | · | · | -1.5% | i | 34.4 | -0.9 | 1030 | 1.91 | 1187 | -0.742 | -0.326 | -0.226 | 0.7 | 1.1 | i | 0.3 | 4.0 | 2.0 | 1.5
